# Source: PubChem BioAssay
# KLK5 inh – blocks human kallikrein 5 protease activity; Q9Y337; recombinant hK5, fluorogenic AMC substrate cleavage; inhibition, % at 5 µM; 0.59% of 210,000 active;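 active means inhibition of 40% or more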;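 further: 0% = enzyme controls without compound and 100% = no-enzyme blanks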
# Target sequence (Q9Y337 67-293 limits assumed): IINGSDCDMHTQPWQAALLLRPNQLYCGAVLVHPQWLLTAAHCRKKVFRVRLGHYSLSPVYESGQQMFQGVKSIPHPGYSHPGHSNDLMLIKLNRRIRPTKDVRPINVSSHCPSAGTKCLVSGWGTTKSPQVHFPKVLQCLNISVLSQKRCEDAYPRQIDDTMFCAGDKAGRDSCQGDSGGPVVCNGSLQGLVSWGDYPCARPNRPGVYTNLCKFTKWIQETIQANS
# FXIIa inh – blocks human coagulation factor XIIa protease activity. P00748. inhibition, % at 5 µM. 0.3% of 220,000 active. purified FXIIa, Boc-QGR-AMC fluorogenic substrate, 2 h; in the data active means inhibition above about 40%;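 further: 0% = enzyme with no compound and 100% = blank without enzyme; many of its hits are not listed in these tables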
# FXIa inh – factor XIa (human) inhibition; P03951; purified FXIa, Boc-Glu-Ala-Arg-AMC fluorogenic substrate; inhibition, % at 5 µM; 0.14% of 220,000 active; AID 798;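 active means inhibition of at least 40%; inactive means inhibition below 40%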;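 further: fluorescence of freed AMC excited at 355 nm; 0% = enzyme without compound and 100% = no enzyme blank; many of its hits are not listed in these tables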
# TNF death inh – blocks TNF-alpha induced death of Jurkat FADD-/- cells. Jurkat FADD-/- TNF necroptosis rescue, ATP luminescence, 24 h; 0 = TNF only, 100 = no-TNF cells. activation (protection from cell death), % at 10 µM. 0.068% of 220,000 active;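 active means activation, meaning protection from cell death, of at least 50% relative to plate controls; inactive means activation below 50%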;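 further: necroptosis triggered by 40 ng/mL TNF-alpha added together with compound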
# Rad51 HR inh – Rad51 (human) homologous recombination inhibition | hRad51 DNA strand exchange, fluorescence dequenching | 0.085% of 200,000 active | inhibition, % at 10 µM;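 active means inhibition above 40% at the single screening dose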;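 further: 0% = DMSO control wells and 100% = blanks with heterologous ssDNA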
#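 Material: hRad51 filaments on single-stranded DNA; Reagent: Donor/quencher-labelled 47-bp dsDNA substrate; Compound: 10 µM final, single point; Schedule: 37 °C 15-min filament assembly, 30-min compound preincubation, 15-min exchange; Technique: FRET fluorescence, excitation 485 nm, emission 520 nm; Benchmarks: control wells and blank wells on each plate.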
# L929 necroptosis – blocks zVAD induced death of L929 cells; viability rescue, % at 10 µM; AID 1377; L929 zVAD necroptosis rescue, ATP luminescence, 24 h; with zVAD 60 µM; 0.38% of 220,000 active;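 active means activation, scaled between plate controls, above about 75%, limit read from the data; inactive means activation under that limit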;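 further: 0% = zVAD with DMSO and 100% = DMSO alone without zVAD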
# thrombin 1536 – inhibitors of human thrombin; P00734; alpha-thrombin, Boc-VPR-AMC fluorogenic substrate cleavage; inhibition, % at 5 µM; 0.26% of 220,000 active; AID 1046;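 active means inhibition at or above 40%; inactive means inhibition below 40%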;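 further: 0% = enzyme with no compound and 100% = wells without enzyme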
#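 Material: Human alpha-thrombin protein | Buffer or medium: pH 7.5 Tris-saline with Tween 20 | Reagent: Boc-VPR-AMC substrate, 15 µM final | Schedule: Reaction at ambient temperature | Detection: AMC fluorescence at 355 nm excitation and 460 nm emission | Evaluation: Percent inhibition scaled between no-compound controls and no-enzyme blanks | Controls: no-compound enzyme wells and no-enzyme blanks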
# Hck-Nef inh – blocks Nef-activated human Hck kinase. Recombinant Hck-YEEI plus Nef, Z-Lyte FRET kinase assay. 0.68% of 220,000 active. inhibition, % at 20 µM;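 active means Hck-Nef kinase inhibition above about 50%, limit read from the data; inactive means inhibition below that limit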;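 further: 0% = DMSO with Hck plus Nef and 100% = Hck alone without Nef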
# Target sequence (P08631 whole entry, looked up): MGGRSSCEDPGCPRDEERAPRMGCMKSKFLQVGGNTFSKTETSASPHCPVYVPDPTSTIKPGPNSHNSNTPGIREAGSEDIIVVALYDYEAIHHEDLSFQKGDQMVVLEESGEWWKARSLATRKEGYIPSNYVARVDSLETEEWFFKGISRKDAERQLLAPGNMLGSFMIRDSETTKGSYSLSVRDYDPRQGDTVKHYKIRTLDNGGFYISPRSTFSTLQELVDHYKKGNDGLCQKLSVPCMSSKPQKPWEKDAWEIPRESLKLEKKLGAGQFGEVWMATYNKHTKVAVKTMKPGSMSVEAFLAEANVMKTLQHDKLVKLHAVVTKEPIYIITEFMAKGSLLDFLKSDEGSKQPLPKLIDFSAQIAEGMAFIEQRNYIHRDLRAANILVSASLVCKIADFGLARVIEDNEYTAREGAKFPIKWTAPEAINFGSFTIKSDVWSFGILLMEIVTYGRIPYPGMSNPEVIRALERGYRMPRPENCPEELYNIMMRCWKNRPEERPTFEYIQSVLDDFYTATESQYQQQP
# KCC2 mod – KCC2 (human) Cl- transport modulation; Q9H2X9; KCC2 cells, thallium flux FluoZin-2 fluorescence; B-score of Tl+ flux slope (higher = more flux/activation; lower = inhibition) at 10 µM; 2.2% of 190,000 active; AID 1456;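 active means thallium flux slope and its plate-corrected score both differing from the plate sample mean at a set confidence after two filtering rounds, in either direction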;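 further: slope of fluorescence scaled to starting intensity during 10 to 20 s after thallium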
# * = called active by the depositor; x = no result given. Only part of the results is shown; rates above refer to the full screens.
1. O=C(CSc1ncnc2c1oc1ccccc12)Nc1nc2ccccc2s1
2. CCC(=O)Nc1cc(C(=O)O)ccc1Sc1ccccc1
3. COCC(=O)N=Nc1c(O)[nH]c2ccccc12
4. CC(C)CC(NC(=O)c1ccc(Cl)cc1)C(=O)O (stereo unspecified)
5. O=C(Nc1nc(-c2ccccc2)cs1)c1ccc(N2CCOCC2)c([N+](=O)[O-])c1
6. CCCC1Nc2ccc(C(=O)O)cc2C2C=CCC12 (stereo unspecified)
7. O=C(CCN1C(=O)C2C3C=CC(C3)C2C1=O)Nc1c(F)cc(F)cc1Br (stereo unspecified)
8. NC(=O)C1CCN(c2ccc(C(F)(F)F)cc2[N+](=O)[O-])CC1
Screen / compound no.	1	2	3	4	5	6	7	8
KLK5 inh	-17	2	8	-22	-7	-9	-4	-1
FXIIa inh	7	11	16	-5	10	30	8	22
FXIa inh	3	1	21	-4	4	25	2	15
TNF death inh	0.5	0.5	0.5	-0.4	-8.6	2.6	-0.5	-2.8
Rad51 HR inh	11	-4	5	1	-1	x	-10	5
L929 necroptosis	0.6	5.2	-0.5	0.3	32	1.2	-0.4	0.2
thrombin 1536	-4	-5	-2	2	-7	4	0	0
Hck-Nef inh	0	22	0	-1	0	45	1	0
KCC2 mod	x	-0.098	-0.14	0.78	-0.28	-0.037	x	1.5

9. CCn1cc(Br)c(C(=O)Nc2cccc(SC)c2)n1
10. O=CNC1CCCc2c1[nH]c1ccc(Cl)cc21 (stereo unspecified)
11. COc1cccc(CNC(=O)Cn2c(=O)oc3ccccc32)c1OC
12. COc1cc(C(=O)OCC(=O)Nc2cc(-c3cc(C)c(C)cc3C)nn2-c2ccccc2)cc(OC)c1OC
13. O=C(NN1C(=O)C2C3C=CC(O3)C2C1=O)c1cccc(Br)c1 (stereo unspecified)
14. Cc1nc(NC(=O)CN(C)S(=O)(=O)c2ccc(Cl)cc2)sc1C
15. COC(=O)C(C)Oc1cc(OC(C)C(=O)OC)c2c(C)c(Cl)c(=O)oc2c1 (stereo unspecified)
16. COc1ccccc1Nc1ccc([N+](=O)[O-])cn1
Screen / compound no.	9	10	11	12	13	14	15	16
KLK5 inh	6	-1	-12	-9	-7	3	-8	-2
FXIIa inh	-2	12	24	30	1	16	-2	5
FXIa inh	-4	-5	21	22	-5	3	-7	-2
TNF death inh	-2.6	-3.1	0.5	4.3	0.7	-0.1	-2.2	30
Rad51 HR inh	3	-7	-6	x	-64	5	15	3
L929 necroptosis	-0.2	1.0	0.1	0.2	-0.5	-0.6	3.3	4.6
thrombin 1536	-5	-6	1	7	1	0	9	1
Hck-Nef inh	0	1	13	6	-5	-1	23	2
KCC2 mod	-1.6	-0.1	0.24	0.17	-0.43	-1.9	-1.4	0.31

17. CCNC(=S)NCCN1CCOCC1
18. COc1ccc(S(=O)(=O)N2CCCC(C(=O)NCc3ccccn3)C2)cc1Cl (stereo unspecified)
19. CSCC(=O)N1CCCC(CNC(=O)c2ccc(-c3ccccc3)cc2)C1 (stereo unspecified)
20. Cc1nn(-c2ccccc2)c2nc(C(Cl)(Cl)Cl)[nH]c(=O)c12
21. COc1ccc(NC(=S)Nc2ccc(C)c(Cl)c2)cc1OC
22. COc1ccccc1Nc1ncnc2c1cnn2-c1cccc(C)c1
23. CC/C(=N\N=C1\SC(C)C(=O)N1Cc1ccco1)c1ccccc1 (stereo unspecified)
24. COC(=O)CSc1nc(NC(C)C)nc(N(C)C)n1
Screen / compound no.	17	18	19	20	21	22	23	24
KLK5 inh	-11	-5	-3	3	8	-4	1	-3
FXIIa inh	4	17	9	5	3	2	5	2
FXIa inh	0	2	-3	2	-1	2	6	-5
TNF death inh	1.5	-0.8	1.1	1.2	-0.1	1.3	3.6	0.7
Rad51 HR inh	-1	4	17	24	x	-1	6	-1
L929 necroptosis	1.0	0.1	64	-0.3	1.4	-0.4	0.4	11
thrombin 1536	-6	5	2	-1	-6	-22	-6	-14
Hck-Nef inh	1	-11	12	16	-4	-25	0	14
KCC2 mod	-0.091	-0.013	-6.3*	91*	x	0.9	-0.24	0.34

25. Cc1c(Cl)c([N+](=O)[O-])nn1CCCC(=O)Nc1cc(Cl)ccc1Cl
26. O=C(C[n+]1cc(-c2ccc(Cl)cc2)n2c1CCCCC2)c1ccccc1
27. Cc1cc2n(n1)C(c1cccs1)Nc1ccccc1-2 (stereo unspecified)
28. CSc1ccc(Cl)c(C(=O)Nc2nccs2)c1
29. CCn1c(SC(C)C(=O)O)nnc1-c1cccnc1 (stereo unspecified)
30. CC(NCCC1(C(C)C)CCOC(C)(C)C1)c1cccs1 (stereo unspecified)
31. O=C(Nc1cnccn1)c1csc2ccccc12
32. O=c1oc(Nc2cccc(Cl)c2)nc2ccccc12
Screen / compound no.	25	26	27	28	29	30	31	32
KLK5 inh	-22	3	-6	0	0	-3	-22	-14
FXIIa inh	9	6	6	-1	7	8	4	-2
FXIa inh	-3	4	-1	-4	-15	-3	6	-5
TNF death inh	2.0	2.6	-3.1	3.2	1.8	1.8	-4.4	0.8
Rad51 HR inh	x	x	4	8	-9	x	7	-20
L929 necroptosis	0.2	0.1	-0.2	1.4	0.5	-0.1	0.2	-0.7
thrombin 1536	-1	-8	-3	-5	0	-10	-4	-5
Hck-Nef inh	0	-6	-22	22	-2	16	0	-7
KCC2 mod	-0.047	1	-0.052	-0.39	0.29	0	-1.7	-0.74

# With a hit mark in KCC2 mod, among the entries above:
nr | mol | KLK5 inh | FXIIa inh | FXIa inh | Rad51 HR inh | thrombin 1536 | Hck-Nef inh | KCC2 mod
19 | CSCC(=O)N1CCCC(CNC(=O)c2ccc(-c3ccccc3)cc2)C1 (stereo unspecified) | -3 | 9 | -3 | 17 | 2 | 12 | -6.3*
20 | Cc1nn(-c2ccccc2)c2nc(C(Cl)(Cl)Cl)[nH]c(=O)c12 | 3 | 5 | 2 | 24 | -1 | 16 | 91*

# Continued.
33. O=C(c1cc2sccc2n1Cc1ccc(F)cc1)N1CCN(c2nc3ccccc3s2)CC1
34. COc1ccccc1CC(NC(C)=O)C(=O)NC1CCN(C(=O)c2ccc([N+](=O)[O-])cc2)CC1 (stereo unspecified)
35. CN1CCN(C(=O)c2cnn3c(C(F)(F)F)cc(-c4cccs4)nc23)CC1
36. CCCc1sc(N)nc1-c1ccc(Cl)cc1
37. Nc1nc(C(F)(F)F)cc(=O)[nH]1
38. COC(=O)c1ccc(CSc2ncnc3c2oc2ccccc23)o1
39. Cn1cccc1/C=N/N1CCN(Cc2ccccc2Cl)CC1
40. CC(Oc1ccc2oc3ccccc3c2c1)C(=O)NC12CC3CC(CC(C3)C1)C2 (stereo unspecified)
Screen / compound no.	33	34	35	36	37	38	39	40
KLK5 inh	-7	-16	-5	-14	1	3	4	-5
FXIIa inh	18	15	11	15	10	16	16	15
FXIa inh	10	13	6	8	-1	2	4	5
TNF death inh	-11	2.7	1.2	0.1	0.0	-0.3	1.3	4.2
Rad51 HR inh	6	x	x	-3	-7	-2	x	-6
L929 necroptosis	0.7	1.5	x	0.1	-0.2	-0.2	1.2	0.8
thrombin 1536	-2	-2	4	-10	3	6	19	-3
Hck-Nef inh	6	3	-5	2	11	0	-19	0
KCC2 mod	-1.3	-0.076	-0.13	-1.9	1	-0.46	-0.038	0.28

41. COc1ccccc1/C=C/C(=O)NC(=S)N(C)C1CCCCC1
42. c1ccc2c(c1)CCCN2Cc1nnnn1CC1CCCO1 (stereo unspecified)
43. COc1ccc(CC(=O)Nc2ccc(S(=O)(=O)N(C)C)cc2)cc1OC
44. Cc1cc(C)nc(-n2nc(C)c(C3(O)C(=O)Nc4ccc(F)cc43)c2N)n1 (stereo unspecified)
45. c1ccc(-c2nnc(SCc3nc4ccccc4[nH]3)o2)cc1
46. Cc1c(N=C/C=C/c2ccccc2)c(=O)n(-c2ccccc2)n1C
47. O=C(C1CCC(Cn2c(=S)[nH]c3ccccc3c2=O)CC1)N1CCN(c2ccccc2)CC1 (stereo unspecified)
48. Cn1cnnc1SCC(=O)Nc1ccc2nc(SCc3ccccc3Cl)sc2c1
Screen / compound no.	41	42	43	44	45	46	47	48
KLK5 inh	7	30	9	-16	1	-2	x	0
FXIIa inh	2	14	15	16	-1	13	x	15
FXIa inh	-1	-1	-3	3	0	-1	x	4
TNF death inh	-0.8	-2.0	-1.7	-2.6	-0.9	-5.3	-3.0	-0.7
Rad51 HR inh	-3	4	6	0	-10	-6	-5	1
L929 necroptosis	0.1	0.1	0.6	-0.1	0.3	0.1	-0.4	0.3
thrombin 1536	-2	18	-1	2	2	2	x	3
Hck-Nef inh	-2	3	0	2	6	3	1	3
KCC2 mod	9.8*	0.056	-0.012	0.54	-1.3	x	0.77	0.058

49. O=C1CCC([N+](=O)[O-])C(c2ccccc2Cl)N1 (stereo unspecified)
50. Cc1ccc(-c2nnc(CSc3nnc(COc4ccccc4)n3-c3ccc(C)cc3)o2)cc1
51. COc1ccc(N2CCN(CCNC(=O)Nc3ccc(Cl)cc3)CC2)cc1
52. Cc1cccc2sc(NNC(=O)c3cc(-c4cccs4)nc4ccccc34)nc12
53. CCCNC(=O)OC[C@H]1O[C@H](CCO/N=C/[C@@H](NS(=O)(=O)c2ccc(C)cc2)[C@H](C)/C=C/CC(=O)OC)C=C[C@@H]1Oc1ccc(OC)cc1
54. Cc1cc(=O)oc2cc(OC(C)C(=O)Nc3ccc(N4CCOCC4)cc3)ccc12 (stereo unspecified)
55. CN(Cc1cn(C)nc1-c1cccc(Cl)c1)CC1CCCCO1 (stereo unspecified)
56. COc1cccc(/C=c2/s/c(=C(\C#N)C(=O)N3CCOCC3)n(-c3ccccc3)c2=O)c1
Screen / compound no.	49	50	51	52	53	54	55	56
KLK5 inh	4	-4	-2	-53	-2	-1	x	-9
FXIIa inh	2	17	15	9	8	4	0	5
FXIa inh	-4	11	4	8	2	-8	-4	0
TNF death inh	0.1	0.2	1.5	-5.5	4.5	-1.2	2.7	0.6
Rad51 HR inh	3	-1	-9	x	x	-11	x	-1
L929 necroptosis	-0.3	1.7	0.6	x	0.1	-0.1	-0.1	-0.2
thrombin 1536	-1	1	4	-2	-4	-5	-2	-2
Hck-Nef inh	0	0	-2	-1	-7	-1	7	2
KCC2 mod	x	x	x	-0.017	-0.93	-0.38	-1.1	x

57. O=c1[nH]c2ccc(S(=O)(=O)N3CCCCC3)cc2o1
58. Cc1c(NC(=O)c2ccccc2N(C)S(=O)(=O)c2ccccc2)c(=O)n(-c2ccccc2)n1C
59. S=c1[nH]nc(-c2cccnc2)n1C1CCCCC1
60. CC(=O)Nc1ccc(S(=O)(=O)NNC(=O)c2cccc(Br)c2)cc1
Screen / compound no.	57	58	59	60
KLK5 inh	-15	1	-18	x
FXIIa inh	6	13	10	7
FXIa inh	5	1	2	1
TNF death inh	-1.0	-0.8	0.6	-0.5
Rad51 HR inh	-4	-3	11	x
L929 necroptosis	-0.5	-0.2	0.2	0.5
thrombin 1536	-3	-1	-4	-2
Hck-Nef inh	8	-20	2	0
KCC2 mod	-0.05	1.4	-0.36	-0.034
